# V1aR counter: V1a receptor agonism, counter-screen for OXTR agonists; P37288; CHO-V1R cells, Fluo-8 calcium fluorescence, agonist mode; 0% DMSO, 100% 3 nM vasopressin; activation, % at 3 µM; 320,000 tested, 0.25% active; AID 2797;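 active means activation above the mean activation of all tested compounds plus 3 SD, per screening run, cut at about 20% in these data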;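 further: signal is peak over basal fluorescence ratio across a 100 second FLIPR read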
# Target sequence (P37288 whole entry, looked up): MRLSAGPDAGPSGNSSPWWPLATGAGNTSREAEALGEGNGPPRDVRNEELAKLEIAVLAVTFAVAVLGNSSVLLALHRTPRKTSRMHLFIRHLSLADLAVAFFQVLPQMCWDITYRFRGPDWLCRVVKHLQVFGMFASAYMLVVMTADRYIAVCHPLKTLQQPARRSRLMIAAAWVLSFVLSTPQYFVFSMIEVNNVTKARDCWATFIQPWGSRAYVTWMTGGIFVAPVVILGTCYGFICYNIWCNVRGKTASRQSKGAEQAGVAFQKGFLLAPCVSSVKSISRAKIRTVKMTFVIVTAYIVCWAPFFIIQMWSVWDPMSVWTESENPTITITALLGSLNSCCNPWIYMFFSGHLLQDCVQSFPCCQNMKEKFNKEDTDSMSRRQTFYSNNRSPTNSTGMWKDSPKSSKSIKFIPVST
# NALP1 yeast inh: blocks the NALP1 inflammasome reconstituted in yeast. 280,000 tested, 0.61% active. inhibition, % at 10 µM. AID 2071. S. cerevisiae NALP1/ASC/caspase-1 growth, X-gal OD620, 72 h; in the data active means inhibition mostly above about 24%, no sharp cut-off; inactive means mostly below about 32%; further: some compounds called inactive have numbers as strong as hits
# GPR7 antag: human neuropeptides B/W receptor 1 antagonism; P48145; GPR7-expressing cells, fluorescence antagonist assay; inhibition, % at 4.4 µM; 290,000 tested, 1.1% active; AID 1861; in the data active means inhibition above about 16%, passing the limit was not always enough;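 further: cells stimulated with the agonist NPW; 0% = agonist with vehicle and 100% = vehicle without agonist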
# Target sequence (P48145 whole entry, looked up): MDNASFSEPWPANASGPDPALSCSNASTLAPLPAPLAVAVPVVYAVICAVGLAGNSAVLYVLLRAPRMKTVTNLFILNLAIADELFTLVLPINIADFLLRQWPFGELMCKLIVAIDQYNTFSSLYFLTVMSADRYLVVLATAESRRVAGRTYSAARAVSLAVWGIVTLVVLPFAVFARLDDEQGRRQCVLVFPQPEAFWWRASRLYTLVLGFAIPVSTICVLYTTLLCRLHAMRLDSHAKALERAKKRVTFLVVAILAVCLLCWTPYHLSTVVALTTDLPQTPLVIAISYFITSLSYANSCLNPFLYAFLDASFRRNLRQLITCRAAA
# M18AAP inhibitor: PfM18AAP enzyme inhibition | recombinant PfM18AAP, H-Glu-NHMec fluorogenic cleavage | inhibition, % at 7.35 µM | 290,000 tested, 1.2% active | AID 1822;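 active means inhibition above the campaign mean inhibition over all tested compounds plus 3 SD, cut at about 28% in these data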;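 further: 0% = plate median of test compound wells and 100% = 2 mM ZnCl2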
# OXTR ag: activates the human oxytocin receptor. AID 2435. CHO-OTR cells, Fluo-8 calcium fluorescence; normalized: DMSO 0%, oxytocin 100%. P30559. activation, % at 3 µM. 320,000 tested, 0.32% active;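 active means activation above the mean of all tested compounds plus 3 SD, cutoff set per screening run, cut at about 20% in these data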;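 further: peak over basal fluorescence ratio from a 100 s FLIPR kinetic read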
# MEKK2 WT-MEK5: raises or lowers MEK5 binding to wildtype human MEKK2 PB1 domain; bead flow cytometry, Alexa488-MEK5 binding to MEKK2 WT; actives lie on both sides; Q9Y2U5; AID 1531; binding response (% of control), % at 10 µM; 290,000 tested, 1.1% active; in the data active means binding response below about 67% or above about 130%
# GalR3 antagonist: blocks the human galanin receptor 3; O60755; HEK293 GalR3-CNG cAMP membrane potential fluorescence; galR3 body fused to GalR1 C-terminus; inhibition, % at 3 µM; 360,000 tested, 0.44% active;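 active means inhibition above the screen-wide average plus 3 SD, cut at about 13% in these data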;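 further: forskolin and galanin both at EC90 stimulate the cells; cAMP rise reported by CNG channel membrane potential dye signal; 0% = forskolin plus galanin with DMSO and 100% = forskolin alone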
# Target sequence (O60755 1-299 limits assumed): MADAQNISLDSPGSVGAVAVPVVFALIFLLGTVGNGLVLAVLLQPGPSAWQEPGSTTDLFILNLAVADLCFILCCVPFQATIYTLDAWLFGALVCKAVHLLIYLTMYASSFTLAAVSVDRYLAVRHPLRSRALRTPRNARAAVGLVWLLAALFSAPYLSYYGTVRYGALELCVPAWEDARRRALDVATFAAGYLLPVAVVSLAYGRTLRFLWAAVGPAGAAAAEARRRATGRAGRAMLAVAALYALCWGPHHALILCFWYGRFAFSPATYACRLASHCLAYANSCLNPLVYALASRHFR
# OXTR potentiator: potentiates the human oxytocin receptor response | activation, % at 3 µM | P30559 | 320,000 tested, 0.061% active | CHO-OTR cells, Fluo-8 calcium fluorescence, potentiator mode; 0% = oxytocin EC15, 100% = EC100;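 active means activation above that plate's cutoff, the mean activation of tested compounds plus 3 SD, cut at about 6.6% in these data, passing the limit was not always enough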;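 further: 100% uses oxytocin at 75 nM as the full agonist control; some results filed as inactive read as strong as hits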
#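 test system = CHO-OTR cells, human receptor | compound = single-point 3.0 µM | schedule = 6 min compound pre-incubation at room temperature, 100 s kinetic read | signal = Fluo-8 no-wash calcium dye fluorescence, excitation 470-495 nm, emission 515-575 nm | repeats = single well per compound, singlicate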
# MEKK2 mut-MEK5: signal of MEK5 binding to mutant human MEKK2 PB1 domain; 290,000 tested, 0.35% active; percent response, % at 10 µM; AID 1530; bead flow cytometry, Alexa488-MEK5 binding to MEKK2 mutant; in the data active means percent response above about 24%, passing the limit was not always enough; further: inactives centre near 1; some results filed as inactive read as strong as hits; reference of the scale not given here
# Active calls of the source: *; x = not tested or not shown; [ ] = remark or other dose.
SMILES,V1aR counter,NALP1 yeast inh,GPR7 antag,M18AAP inhibitor,OXTR ag,MEKK2 WT-MEK5,GalR3 antagonist,OXTR potentiator,MEKK2 mut-MEK5
CCOc1ccc(S(=O)(=O)N2CCN(c3ccccc3F)CC2)c2cccnc12,2.4,37,-1,0,-1.9,91,-5,-8,-1
CC(NC(=O)c1ccccc1)c1nnc(SCc2nc3ccccc3c(=O)[nH]2)n1C (stereo unspecified),1.4,6,-12,7,-0.6,105,-2,4,3
Cc1ccc(C(=O)NCCc2ccc(S(=O)(=O)N3CCCC3)cc2)cc1,0.1,-2,-16,-12,-0.4,98,-3,3,0
COc1ccc(Cl)cc1NC(=O)CCN1CCN(Cc2ccccc2)CC1,0.0,18,2,4,-0.9,122,-10,-10,13
COCCSc1ccccc1C(=O)Nc1ccc(S(=O)(=O)N2CCOCC2)cc1,x,14,-8,-8,x,102,-7,x,0
O=C(COc1ccc([N+](=O)[O-])cc1)NNC(=O)Nc1cccc(F)c1,2.0,-7,-2,8,-0.3,106,-3,-4,8
CS(=O)(=O)N(Cc1nc(-c2ccc(F)cc2)no1)c1ccccc1Cl,0.8,x,x,x,-0.4,x,-3,-8,x
CC(C)(CC(=O)O)CC(=O)N1CCN(c2nc3ccc(Cl)cc3s2)CC1,1.0,15,11,4,1.6,94,x,-6,-4
O=C(C1CCN(S(=O)(=O)c2ccc(Br)cc2)CC1)N1CCOCC1,2.2,12,0,6,-0.1,104,-2,-14,8
COc1cc2c(cc1OC)CN(c1ccc(C(F)(F)F)cn1)CC2,1.2,11,-6,0,-2.3,100,-6,3,-3
COc1ccc(/C=N\NC(=O)c2ccc(-c3ccccc3)cc2)cc1COC(C)=O,2.4,13,-6,-14,-0.2,102,1,-4,1
Cc1ccc(C2N(C)C(=O)c3ccccc3N2C)cc1 (stereo unspecified),x,-7,-5,-1,x,108,-9,x,8
C=C(C)C1CC=C(C)/C(=N/NC(=O)c2ccc(NC(=O)CC)cc2)C1 (stereo unspecified),0.3,23,-1,-4,0.1,103,-4,-9,2
O=C(Nc1nnc(CC2=CCCCC2)s1)c1cccs1,2.2,10,-6,-8,0.4,93,-4,-11,-1
S=c1cnc2ccccc2[nH]1,0.2,-4,-8,24,-0.5,101,-3,3,-6
CCOC(=O)c1oc2ccc(CNCCO)c(Cl)c2c1C,0.8,-14,-10,0,1.5,121,-3,-7,21
CC1Sc2ccc(S(=O)(=O)CCC(=O)Nc3ccccc3Cl)cc2NC1=O (stereo unspecified),9.5,-14,-16,2,4.8,102,4,-9,4
Cc1ccc(NC(=O)CSc2nc(O)c(Cc3ccccc3)c(=O)n2-c2ccccc2)cc1,-0.9,26,3,-1,-0.9,102,-4,0,1
CCOC(=O)CCCNC(=O)COC(=O)CCC(=O)c1ccc(F)cc1,-0.4,15,16,6,-2.1,2.0*[inhibitor],-4,-4,-20
CCN1CCN(CC(=O)Nc2ccc(S(=O)(=O)N3C(C)CCCC3C)cc2)CC1 (stereo unspecified),0.7,12,22,2,0.8,105,-8,-11,-1
CN(C(=O)CSc1nnc(-c2ccccc2)n1C)C1CCS(=O)(=O)C1 (stereo unspecified),0.6,-11,-10,-1,0.5,97,0,-6,-8
O=C(CSc1nnc(COc2ccccc2)o1)N1CCCCC1,1.6,-5,-7,8,0.6,100,-6,-5,2
Cc1ccc(S(=O)(=O)N[C@@H](CO)C(=O)N[C@@H](Cc2ccc(O)cc2)C(=O)O)cc1,0.6,6,-5,-3,-1.1,106,-10,-5,14
CCN1/C(=C2/OC(=S)N(C)C2=O)Sc2ccccc21,x,8,-9,-9,x,109,-2,x,2
CCOC(=O)CSc1ncnc2c1nnn2-c1ccc(F)cc1,-0.4,2,12,-3,-1.4,106,-1,-10,15

# Of the compounds above, these contain an aryl methoxy group.
SMILES,V1aR counter,NALP1 yeast inh,GPR7 antag,M18AAP inhibitor,OXTR ag,MEKK2 WT-MEK5,GalR3 antagonist,OXTR potentiator,MEKK2 mut-MEK5
COc1ccc(Cl)cc1NC(=O)CCN1CCN(Cc2ccccc2)CC1,0.0,18,2,4,-0.9,122,-10,-10,13
COc1cc2c(cc1OC)CN(c1ccc(C(F)(F)F)cn1)CC2,1.2,11,-6,0,-2.3,100,-6,3,-3
COc1ccc(/C=N\NC(=O)c2ccc(-c3ccccc3)cc2)cc1COC(C)=O,2.4,13,-6,-14,-0.2,102,1,-4,1

# The results go on:
SMILES,V1aR counter,NALP1 yeast inh,GPR7 antag,M18AAP inhibitor,OXTR ag,MEKK2 WT-MEK5,GalR3 antagonist,OXTR potentiator,MEKK2 mut-MEK5
CCCCCC(=O)Nc1ncc2c(n1)CC(c1cccs1)CC2=O (stereo unspecified),-0.3,38*,-4,-12,-2.5,94,-3,2,-12
CC(NCC1COc2ccccc2O1)C(=O)NCc1ccccc1 (stereo unspecified),-0.4,11,-5,1,0.2,102,13*,-1,6
COc1ccc(-c2onc(C)c2C)cc1S(=O)(=O)NCCc1ccco1,8.8,-3,2,0,3.6,102,-7,-5,5
Nc1nc(-c2cccnc2)nn1C(=O)c1ccc(F)cc1,x,9,-17,-1,x,99,-2,x,-1
CC(=O)NNC(=O)C(O)(c1ccccc1)c1ccccc1,-0.2,2,1,-7,1.8,98,-4,-8,-1
C=CCOc1c(Br)cc(/C=N/O)cc1OCC,-0.9,1,-15,9,-2.0,101,0,4,-2
CC(=O)N1CCCc2cc(S(=O)(=O)N3CCCC(C(=O)NCc4ccc(C)cc4)C3)ccc21 (stereo unspecified),5.0,9,-6,-5,4.6,101,-5,-22,5
CCCOc1ccc(N/C=C/C(=O)C(C)(C)C)cc1,0.5,15,8,-9,-0.9,79,-3,-10,-9
O=S(=O)(NCc1cc(-c2ccccc2)no1)c1ccc(Cl)cc1,0.6,2,-10,3,0.4,95,-8,-9,-2
COc1ccc(N=Cc2c(O)n(-c3cccc(C)n3)c(=O)c3ccccc23)c(OC)c1,-1.2,x,-4,1,1.0,95,0,1,-1
CCOC(=O)c1cc(-c2ccccc2)n(CC2CC(c3ccc(OC)cc3)=NO2)n1 (stereo unspecified),1.2,25,4,-2,4.0,96,-6,-17,1
CCc1cccc(C)c1NC(=O)CCCN1C(=O)CN(C)C1=O,0.6,x,x,x,0.1,x,-4,-3,x
O=[N+]([O-])c1cccc(C(=Nc2ccc(Cl)cc2)NO)c1,-1.5,x,-1,5,-1.1,102,-3,-3,2
Cc1cc(OCCCn2cnc3ccccc3c2=O)ccc1[N+](=O)[O-],8.4,0,-5,0,7.0,109,0,-12,-1
COc1cccc(-c2nn(-c3ccccc3)cc2CN2CCCO2)c1,-1.1,-9,-6,3,-2.4,92,0,-6,-9
O=C(CN(C(=O)c1csnn1)c1cccc(F)c1)NCc1ccc2c(c1)OCO2,0.3,34,8,5,-0.7,102,-5,-10,1
O=C(N/N=C/c1ccc(Cl)cc1Cl)Nc1ccccc1,0.2,-6,-3,12,-1.8,98,-4,-6,-3
CN(c1ccc(C(=O)Nc2ccc(F)cc2F)cc1)S(=O)(=O)c1ccccc1,6.2,14,0,-10,1.5,97,1,-13,0
C1CCN=C(NC23CC4CC(CC(C4)C2)C3)CC1,0.8,36,-7,7,0.3,100,x,1,0
Cc1ccc(CNC(=O)C2C3C=CC(C3)C2C(=O)O)cc1 (stereo unspecified),0.4,12,0,1,-0.8,96,-2,-3,-2
N#C/C(=N\Nc1ccc(F)cc1)C(=N)N1CCCCC1,1.4,-8,8,-11,2.0,98,-5,-3,0
O=C(NCc1csc(-c2cccs2)n1)C1CCC1,-1.1,-6,-18,-5,-1.5,98,0,-2,3
Cc1cc(OCC(=O)NCc2cccnc2)c2c(C)c(Cc3ccccc3)c(=O)oc2c1,0.7,13,5,1,-1.0,103,-1,-5,7
O=C1NC(=S)S/C1=C/c1ccc(N2CCOCC2)o1,1.6,-12,-8,24,1.3,94,x,1,-2
O=C(NC(=S)Nc1ccccc1[N+](=O)[O-])c1ccco1,0.3,1,2,1,0.2,99,-3,-5,2
Cn1c(=O)cc(SCC(=O)N2CCCC2)c2ccc(Cl)cc21,1.1,18,-2,-92,0.1,99,-2,-17,-3
N/C(=N\OC(=O)CCC1CCCCC1)c1cccnc1,-0.7,6,-9,-6,-1.5,100,-3,-4,3
Fc1ccc(CNCc2ccco2)cc1,0.4,7,18,-4,0.9,106,1,-5,2
Cc1ccc(N2CC(C(=O)Nc3c(C)n(C)n(-c4ccccc4)c3=O)CC2=O)cc1 (stereo unspecified),0.8,-7,-12,-1,1.4,106,8,-12,-2

# 3 of the entries above in order of their number in MEKK2 WT-MEK5, rising:
smiles	MEKK2 WT-MEK5
O=C(NCc1csc(-c2cccs2)n1)C1CCC1	98
Nc1nc(-c2cccnc2)nn1C(=O)c1ccc(F)cc1	99
Cc1cc(OCC(=O)NCc2cccnc2)c2c(C)c(Cc3ccccc3)c(=O)oc2c1	103

# Among those listed so far, these contain a COOH group:
SMILES,V1aR counter,NALP1 yeast inh,GPR7 antag,M18AAP inhibitor,OXTR ag,MEKK2 WT-MEK5,GalR3 antagonist,OXTR potentiator,MEKK2 mut-MEK5
CC(C)(CC(=O)O)CC(=O)N1CCN(c2nc3ccc(Cl)cc3s2)CC1,1.0,15,11,4,1.6,94,x,-6,-4
Cc1ccc(S(=O)(=O)N[C@@H](CO)C(=O)N[C@@H](Cc2ccc(O)cc2)C(=O)O)cc1,0.6,6,-5,-3,-1.1,106,-10,-5,14
Cc1ccc(CNC(=O)C2C3C=CC(C3)C2C(=O)O)cc1 (stereo unspecified),0.4,12,0,1,-0.8,96,-2,-3,-2

# Compound profiles (already shown):
# Nc1nc(-c2cccnc2)nn1C(=O)c1ccc(F)cc1 as listed: V1aR counter = x; NALP1 yeast inh = 9; GPR7 antag = -17; M18AAP inhibitor = -1; OXTR ag = x; MEKK2 WT-MEK5 = 99; GalR3 antagonist = -2; OXTR potentiator = x; MEKK2 mut-MEK5 = -1
# COc1ccc(-c2onc(C)c2C)cc1S(=O)(=O)NCCc1ccco1 as listed: V1aR counter = 8.8; NALP1 yeast inh = -3; GPR7 antag = 2; M18AAP inhibitor = 0; OXTR ag = 3.6; MEKK2 WT-MEK5 = 102; GalR3 antagonist = -7; OXTR potentiator = -5; MEKK2 mut-MEK5 = 5
# C=CCOc1c(Br)cc(/C=N/O)cc1OCC as listed: V1aR counter = -0.9; NALP1 yeast inh = 1; GPR7 antag = -15; M18AAP inhibitor = 9; OXTR ag = -2.0; MEKK2 WT-MEK5 = 101; GalR3 antagonist = 0; OXTR potentiator = 4; MEKK2 mut-MEK5 = -2

# From PubChem BioAssay

# Outcome played no part in choosing rows. About 4.1% of those tested had a hit in this group.
